INS-1E GSIS act = primary screen for activators of insulin secretion dependent on glucose, INS-1E cells, GLuc reporter luminescence | INS-1E GLuc reporter insulin secretion, 2-3 h | activation, % at 16.6 µM | 370,000 compounds, 0.61% hits;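 active = lowest replicate activation of at least 40%, so every replicate reaches that level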;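 also: 0% = median of neutral control wells and 100% = median of IBMX positive control wells; some compounds called inactive have numbers as strong as hits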
Xi reactivation = activators of X-chromosome reactivation in mouse fibroblasts; XiGFP mouse fibroblasts, % GFP-positive cells imaging, 3 d; cells co-treated with 5-aza-dC sensitizer; scaled so ellipticine positive control = 100%; activation, % at 7.58 µM; 360,000 compounds, 0.055% hits; AID 743238;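 active = mean normalized replicate activation at least 10% and every replicate at or above 10%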;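 also: 0% = median of on-plate neutral control wells and 100% = ellipticine 6 µM median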
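Material: XiGFP fibroblasts, SV40-immortalized. Buffer or medium: DMEM plus 5-aza-dC sensitizer. Compound: single concentration per compound, delivered by pin transfer. Times: 3 days compound exposure. Controls: ellipticine 6 µM.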
ARNT TACC3 PPI = ARNT/TACC3 interaction disruption | inhibition, % at 9.99 µM | AlphaScreen His-ARNT PAS-B/GST-TACC3 binding, luminescence; TACC3 fragment carries E629A point mutation | AID 623870 | Q9Y6A5 | 390,000 compounds, 0.66% hits;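 active = mean inhibition of replicates at least 50% and at least half of replicates each reaching 50%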;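 also: 0% = complete ARNT plus TACC3 wells and 100% = ARNT alone without TACC3; many hits fall short of the cut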
esBAF inh = blocks esBAF chromatin remodeling in mouse ES cells; Bmi1-luciferase knock-in reporter, 24 h; 100% = twice the neutral-well signal; reporter increase, % at 12.5 µM; 350,000 compounds, 2% hits; AID 602393; in the data active = activation above about 40%;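 also: 0% = median of the plate's neutral control wells and 100% = double that signal; a rise in the Bmi1 reporter signal indicates esBAF inhibition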
RAD54 inh = inhibitors of human RAD54 branch migration; 360,000 compounds, 0.14% hits; inhibition, % at 10.4 µM; RAD54 Holliday junction branch migration, FAM/BHQ fluorescence; Q92698;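 active = mean normalized replicate activity at least 40 and at least half of replicates scoring 40 or more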;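 also: 0% = median of neutral control wells and 100% = median of positive control wells; inhibitors cause a drop in the FAM fluorescence signal; in these data hits start at about 50%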
Target sequence (Q92698 whole entry, looked up): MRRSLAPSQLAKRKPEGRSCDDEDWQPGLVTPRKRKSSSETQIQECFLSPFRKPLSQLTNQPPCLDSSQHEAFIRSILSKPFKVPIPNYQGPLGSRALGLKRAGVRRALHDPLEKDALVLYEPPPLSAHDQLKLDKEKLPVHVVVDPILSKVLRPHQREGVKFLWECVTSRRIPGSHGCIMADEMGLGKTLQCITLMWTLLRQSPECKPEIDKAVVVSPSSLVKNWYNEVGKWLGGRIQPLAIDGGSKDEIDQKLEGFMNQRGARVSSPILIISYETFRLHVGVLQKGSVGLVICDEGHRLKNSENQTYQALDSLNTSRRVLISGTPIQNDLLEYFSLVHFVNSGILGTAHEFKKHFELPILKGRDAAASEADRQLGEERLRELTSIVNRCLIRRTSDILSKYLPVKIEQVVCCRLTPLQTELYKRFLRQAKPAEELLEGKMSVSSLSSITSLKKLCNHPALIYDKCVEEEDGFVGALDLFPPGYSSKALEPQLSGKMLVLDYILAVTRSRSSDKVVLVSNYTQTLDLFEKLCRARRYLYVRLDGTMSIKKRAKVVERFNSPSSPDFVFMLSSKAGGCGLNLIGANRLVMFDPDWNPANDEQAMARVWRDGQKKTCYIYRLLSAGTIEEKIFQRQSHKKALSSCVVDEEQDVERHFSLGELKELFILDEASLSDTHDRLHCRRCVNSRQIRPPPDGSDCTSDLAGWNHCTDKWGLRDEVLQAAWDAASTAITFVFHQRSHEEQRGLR
Starred values were filed as active, the others as inactive. Not all compounds are listed; count on the stated rates, not on these rows.

What do the screens show for `COc1ccc(C(=O)CC2(CC(=O)c3ccc(OC)cc3)C(=O)N(C)C(=O)N(C)C2=O)cc1`?
RAD54 inh: 0

How did COc1ccc(OCC(=O)Nc2ccc(Cl)cc2C(=O)c2ccccc2)cc1 do in these assays?
RAD54 inh: -2

What do the screens show for `COCCn1c(-c2ccccc2)cc(C(=O)O)c1C`?
RAD54 inh: 1

How did O=C(COC(=O)Cc1ccccc1)NC12CC3CC(CC(C3)C1)C2 do in these assays?
RAD54 inh: 1

Results for CNC(C(=O)c1ccccc1)C(OC)c1ccccc1 (centres undefined) ?
RAD54 inh: 9

What do the screens show for `Fc1cccc(CCNCc2ccccn2)c1`?
RAD54 inh: -8

How did C=CCn1c(O)c(C(C)=Nc2ccc(N(C)C)cc2)c(=O)[nH]c1=O do in these assays?
RAD54 inh: 4

How did CCOP(=O)(OCC)C(NC(=O)C(C)C)C(Cl)(Cl)Cl (centres undefined) do in these assays?
RAD54 inh: -7

Results for CC(=NCCN1CCCCC1)c1c(O)[nH]c(=O)[nH]c1=O ?
RAD54 inh: -5

Results for Cn1c2ccccc2c2c(C(=O)N3CCC4(CC3)OCCO4)cn(C3CCCC3)c(=O)c21 ?
RAD54 inh: -13

Results for Cc1sc2ncn(CC(=O)NCCCC(=O)N3CCC4(CC3)OCCO4)c(=O)c2c1C ?
ARNT TACC3 PPI: -8

Results for Cc1[nH]n(-c2ccccc2)c(=O)c1C(c1ccc([N+](=O)[O-])cc1)c1c(C)[nH]n(-c2ccccc2)c1=O ?
ARNT TACC3 PPI: 40

What do the screens show for `Cc1ccc(Cn2nnnc2CN2CCC(n3nnc4cc(C)ccc43)CC2)cc1`?
ARNT TACC3 PPI: -11

Results for Cc1ccc2c(c1Cl)NC(C(=O)O)C1CC(Sc3ccccc3[N+](=O)[O-])C(Cl)C21 (centres undefined) ?
ARNT TACC3 PPI: 8

Results for FC(F)(F)c1ccc2c(c1)N(CCCN1CCN(CCCl)CC1)c1ccccc1S2 ?
ARNT TACC3 PPI: 25

What do the screens show for `Cc1ccc(Cl)cc1N1CCN(CCN)CC1`?
ARNT TACC3 PPI: -2

How did O=C(CF)NC(Nc1cccc2cccnc12)C(Cl)(Cl)Cl (centres undefined) do in these assays?
ARNT TACC3 PPI: 9

What do the screens show for `CCOCCN1CCN(c2nnc3n2-c2ccc(Cl)cc2C(c2ccccc2Cl)=NC3)CC1`?
ARNT TACC3 PPI: -5

What do the screens show for `CC(=O)OC1C2(CC3N4C(=O)C5(CO)SSC4(CC31O)C(=O)N5C)OC(C)C(C)(C)C2=O` (centres undefined)?
ARNT TACC3 PPI: 12

What do the screens show for `Cc1ccc(/C=C2/C(=O)NC(=O)N(CCc3ccc(F)cc3)C2=O)o1`?
ARNT TACC3 PPI: -4

Results for COc1cc2cc(C(=O)N3CC(COS(C)(=O)=O)c4ccc(O)cc43)[nH]c2c(OC)c1OC (centres undefined) ?
ARNT TACC3 PPI: 1

How did Cc1nc2c(-c3ccc(F)cc3)c(C)nn2c(C)c1CCC(=O)N1CCC2(CC1)OCCO2 do in these assays?
ARNT TACC3 PPI: 0

Results for Cc1cccc(CN2CCN(Cc3ccc(Cl)cc3)CC2)c1 ?
ARNT TACC3 PPI: -27

How did CC(=O)c1ccc2c(c1)C1C(Cl)C(Sc3ccccc3[N+](=O)[O-])CC1C(C(=O)O)N2 (centres undefined) do in these assays?
ARNT TACC3 PPI: 14

Results for CN(C)C(=O)Oc1ccc(OC(=O)c2ccccc2)cc1 ?
ARNT TACC3 PPI: 0

How did Cc1ccccc1NC1=NCCCS1 do in these assays?
ARNT TACC3 PPI: -1

Results for CN1C(=O)C(=Cc2ccc(N3CCCCC3)o2)C(=O)N(C)C1=S ?
ARNT TACC3 PPI: -3

What do the screens show for `CC(C)CCNC(=O)c1c(N)n(Cc2ccc3c(c2)OCO3)c2nc3ccccc3nc12`?
ARNT TACC3 PPI: -6

What do the screens show for `CC(=O)C1C2c3ccccc3OC1(C)N=c1s/c(=C/c3cn(C)nc3C)c(=O)n12` (centres undefined)?
ARNT TACC3 PPI: 5

What do the screens show for `CN1CCN(c2ccc(N)c(N3CCN(C)CC3)c2)CC1`?
ARNT TACC3 PPI: 14

Results for CN1C(=O)N(C)C(=O)C2(Cc3cc(N)ccc3N3CCN(c4ccccc4F)CC32)C1=O (centres undefined) ?
INS-1E GSIS act: 17

Results for O=C(COc1ccc2ccccc2c1)N1CCN(C2CCN(Cc3ccccc3)CC2)CC1 ?
esBAF inh: 0; RAD54 inh: 11

How did C=CCn1c(O)c(C(C)=NCCN2CCCCC2)c(=O)[nH]c1=O do in these assays?
esBAF inh: 3; RAD54 inh: -6

How did COc1ccc(CCn2c(O)c(C=NCc3cccnc3)c(=O)[nH]c2=O)cc1OC do in these assays?
esBAF inh: -2; RAD54 inh: -7

Results for CC1=NN(c2ccccc2)C(=O)C1/C=C1\C(=O)NC(=O)N(c2cc(C)cc(C)c2)C1=O (centres undefined) ?
esBAF inh: 14; RAD54 inh: -17

Results for CNCCc1c[nH]c2ccccc12 ?
esBAF inh: -3; RAD54 inh: -3

How did CC(C)(C)n1c(O)c(C=Nc2ccc3c(c2)CCC3)c(=O)[nH]c1=O do in these assays?
esBAF inh: 2; RAD54 inh: 14

How did CCCCCn1c(NC(=O)c2ccco2)c(C(=O)OCC)c2nc3ccccc3nc21 do in these assays?
esBAF inh: -8; RAD54 inh: -6

Results for O=[N+]([O-])c1c2ccccc2cc2ccccc12 ?
esBAF inh: 18; RAD54 inh: -3

How did CCN1C[C@@]2(COC)C3[C@@H](OC)[C@H]4[C@@H]1[C@@]3(C1C[C@@]3(O)[C@H](OC(=O)c5ccccc5)C1[C@]4(OC(C)=O)[C@@H](O)[C@H]3OC)[C@@H](OC)C[C@H]2O (some centres undefined) do in these assays?
esBAF inh: 10; RAD54 inh: -17

Results for CCCCn1c(O)c(C(CC)=Nc2cccc(C(=O)O)c2)c(=O)[nH]c1=O ?
esBAF inh: 6; RAD54 inh: -13

What do the screens show for `CCN(CC)CCCN=Cc1c(O)n(Cc2ccc(F)cc2)c(=O)[nH]c1=O`?
esBAF inh: 2; RAD54 inh: -8

Results for CC[C@H]1CN2CC[C@@]3(C(=O)Nc4ccccc43)[C@@H]2C[C@@H]1/C(=C\OC)C(=O)OC ?
esBAF inh: -3; RAD54 inh: 0

How did CCOC(=O)N1CCN(C(C)C(=O)c2c[nH]c3ccccc23)CC1 (centres undefined) do in these assays?
esBAF inh: -3; RAD54 inh: -4

Results for C=Cn1ccnc1P(=S)(c1cc(N(CC)CC)ns1)c1nccn1C=C ?
esBAF inh: -4; RAD54 inh: 4

Results for COc1cc(OC)c(OC)cc1CNC(C)C(O)c1ccccc1 (centres undefined) ?
esBAF inh: 14; RAD54 inh: -5

Results for CN1CCC(O)(c2ccccc2)C(C(=O)c2ccccc2)C1 (centres undefined) ?
esBAF inh: -2; RAD54 inh: 8

What do the screens show for `O=C(Cn1cnc2sc3c(c2c1=O)CCCC3)NCCCC(=O)N1CCC2(CC1)OCCO2`?
ARNT TACC3 PPI: 24; RAD54 inh: 1

How did COc1ccccc1N1C(=O)NC(=O)C2(Cc3cc(C)ccc3N(C)C2)C1=O (centres undefined) do in these assays?
ARNT TACC3 PPI: 3; RAD54 inh: 1

How did COc1ccc(-c2nc3ccccc3n2OC(=O)N(C)C)cc1 do in these assays?
ARNT TACC3 PPI: 13; RAD54 inh: -1

What do the screens show for `CCC(=O)c1c(O)n(C2CCCCCC2)c(=O)[nH]c1=O`?
ARNT TACC3 PPI: 0; RAD54 inh: 2

Results for CCCCn1c(O)c(C(C)=NCC2CCCO2)c(=O)[nH]c1=O (centres undefined) ?
ARNT TACC3 PPI: -4; RAD54 inh: -14

Results for CC(=O)OC1N=C(c2ccc(Cl)cc2)c2cc(Br)ccc2NC1=O (centres undefined) ?
ARNT TACC3 PPI: 6; RAD54 inh: 0

What do the screens show for `O=C(COc1ccc2ccccc2c1)N1CCN(CC2CC3C=CC2C3)CC1` (centres undefined)?
ARNT TACC3 PPI: 2; RAD54 inh: 0

Results for O=C(Nc1cccc(OC(=O)N2CCOCC2)c1)N1CCOCC1 ?
ARNT TACC3 PPI: 2; RAD54 inh: 6

What do the screens show for `CCOC(=O)c1c(/N=C/c2c(O)n(-c3ccccc3F)c(=S)[nH]c2=O)sc2c1CCCC2`?
ARNT TACC3 PPI: 2; RAD54 inh: -23

What do the screens show for `CN1C(=O)C(=Cc2ccc(OCC(=O)Nc3ccccc3)cc2)C(=O)N(C)C1=O`?
ARNT TACC3 PPI: 2; RAD54 inh: -2

Results for Clc1ccccc1CN1CCN(c2cccc3[nH]ccc23)CC1 ?
ARNT TACC3 PPI: 3; RAD54 inh: 7

Results for COc1ccc(C2C(C(=O)N3CCC4(CC3)OCCO4)c3cc(OC)c(OC)cc3C(=O)N2C)cc1 (centres undefined) ?
ARNT TACC3 PPI: -1; RAD54 inh: -3

What do the screens show for `COc1ccc(C(=O)C(C)(C)NO)cc1`?
ARNT TACC3 PPI: -3; RAD54 inh: -8

Four structures already listed, sorted by heavy-atom count, ascending.
What do the screens show for `COc1ccc(C(=O)C(C)(C)NO)cc1`?
ARNT TACC3 PPI: -3; RAD54 inh: -8

What do the screens show for `CCC(=O)c1c(O)n(C2CCCCCC2)c(=O)[nH]c1=O`?
ARNT TACC3 PPI: 0; RAD54 inh: 2

What do the screens show for `O=C(COc1ccc2ccccc2c1)N1CCN(CC2CC3C=CC2C3)CC1` (centres undefined)?
ARNT TACC3 PPI: 2; RAD54 inh: 0

Results for COc1ccc(C2C(C(=O)N3CCC4(CC3)OCCO4)c3cc(OC)c(OC)cc3C(=O)N2C)cc1 (centres undefined) ?
ARNT TACC3 PPI: -1; RAD54 inh: -3

Carrying on.
Results for O=C(CNC(=O)OCc1ccccc1)Nc1ccc(Br)cc1C(=O)c1ccccc1 ?
ARNT TACC3 PPI: 2; RAD54 inh: 0

Results for CN(C)CC#CCOCCOCCC#N ?
ARNT TACC3 PPI: -6; esBAF inh: -2

What do the screens show for `O=C1c2ccccc2C(=O)N1Cc1nc2ccccc2c(=O)n1-c1cccnc1`?
ARNT TACC3 PPI: 0; esBAF inh: -7

Results for O=C(C1CCN(c2nc3ccc(Br)cc3s2)CC1)N1CCC2(CC1)OCCO2 ?
ARNT TACC3 PPI: -1; esBAF inh: 64*

How did CC1CN(CCc2ccccc2)CC(C)O1 (centres undefined) do in these assays?
ARNT TACC3 PPI: 3; esBAF inh: 2

Results for Cc1c2cnn(CC(=O)N3CCC4(CC3)OCCO4)c(=O)c2c(C)n1Cc1ccccc1 ?
ARNT TACC3 PPI: 1; esBAF inh: 6

Results for CCCCn1c(O)c(C=NCCCn2ccnc2)c(=O)[nH]c1=O ?
ARNT TACC3 PPI: -7; esBAF inh: 1

How did CCn1nc(-c2ccccc2)nc2c(=O)n(C)c(=O)nc1-2 do in these assays?
ARNT TACC3 PPI: -40; esBAF inh: 0

How did CCn1cc(C(=O)c2ccccc2)c2ccccc21 do in these assays?
ARNT TACC3 PPI: -2; esBAF inh: -2

How did Cc1ccc(OCC(=O)NCCN2CCN(C(=O)COc3ccc(C)cc3)CC2)cc1 do in these assays?
ARNT TACC3 PPI: -7; esBAF inh: -13

What do the screens show for `COCc1c(CN)cnc(C)c1N`?
ARNT TACC3 PPI: -2; esBAF inh: -5

What do the screens show for `CC(=O)c1ccc2c(c1)C1C(Cl)C(Sc3ccccc3[N+](=O)[O-])CC1C(c1ccccc1)N2` (centres undefined)?
INS-1E GSIS act: -2; RAD54 inh: -8

What do the screens show for `O=C1NC(=O)N(CCNc2ncc(C(F)(F)F)cc2Cl)C(=O)C1/C=N/OCc1c(F)cccc1Cl` (centres undefined)?
INS-1E GSIS act: 9; ARNT TACC3 PPI: 3

What do the screens show for `Cn1cc(C(=O)N2CCC3(CC2)OCCO3)c2c3ccccc3n(C)c2c1=O`?
INS-1E GSIS act: -12; ARNT TACC3 PPI: -3

What do the screens show for `CCNc1nc2[nH]c(=O)c3c(c2s1)OC(N)=C(C#N)C3c1cccs1` (centres undefined)?
INS-1E GSIS act: -7; ARNT TACC3 PPI: -3

What do the screens show for `FC(F)(F)CN1C[C@@H]2C(c3ccccc3)[C@H](C1)N2CC1CC1` (some centres undefined)?
INS-1E GSIS act: 6; Xi reactivation: 0.4

How did CN1[C@@H]2CN(CC3CC3)C[C@H]1C2c1ccc(Br)cc1 (some centres undefined) do in these assays?
INS-1E GSIS act: -18; Xi reactivation: 0.0

Results for FC(F)(F)CN1CC2C(c3ccc(Br)cc3)C(C1)N2CC1CC1 (centres undefined) ?
INS-1E GSIS act: -4; Xi reactivation: 0.1
